# Assay outcomes: PubChem, Broad Institute
# C diff HTS = blocks growth of Clostridium difficile | Clostridium difficile clinical isolate growth, OD600, 24 h; stronger effect = lower value | growth activity, negative = inhibition, % at 16 µg/mL (by protocol) | 86,000 compounds, 0.25% hits;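 active = mean growth activity at or below -80% and every replicate also at or below -80%; inconclusive = mean at or below -80% but some replicate above -80%; inactive = mean growth activity above -80%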;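 note: 0% = DMSO wells and -100% = levofloxacin 16 µg/mL wells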
# T cruzi growth = inhibitors of T. cruzi proliferation | T. cruzi beta-gal in NIH3T3, GalScreen luminescence, 90 h | inhibition, % at 8.34 µM | 77,000 compounds, 5.9% hits;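 active = mean inhibition above about 93%, with at least 55% of replicates each passing it, limit read from the data, passing the limit was not always enough; inconclusive = only one of those two conditions holds; inactive = neither condition holds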
# Pf Dd2 growth = blocks growth of Plasmodium falciparum Dd2 parasites; activity change, % at 10 µM; 94,000 compounds, 2.3% hits; P. falciparum Dd2 growth, SYBR Green, 72 h; stronger effect = lower value; AID 1159554; in the data active = activity change below about -80%; inconclusive = no clear call, values can overlap the other calls
# GASC1 inh = inhibitors of human demethylase GASC-1 KDM4C; GST-KDM4C 2-372, H3K9me3 peptide, LANCE TR-FRET; inhibition, % at 12.5 µM; 96,000 compounds, 0.15% hits;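 active = mean replicate inhibition above about 25%, with at least 55% of replicates also reaching it, limit read from the data, passing the limit was not always enough; inconclusive = only one of those two conditions met; inactive = neither condition met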
# Target sequence (Q9H3R0 2-372 limits assumed): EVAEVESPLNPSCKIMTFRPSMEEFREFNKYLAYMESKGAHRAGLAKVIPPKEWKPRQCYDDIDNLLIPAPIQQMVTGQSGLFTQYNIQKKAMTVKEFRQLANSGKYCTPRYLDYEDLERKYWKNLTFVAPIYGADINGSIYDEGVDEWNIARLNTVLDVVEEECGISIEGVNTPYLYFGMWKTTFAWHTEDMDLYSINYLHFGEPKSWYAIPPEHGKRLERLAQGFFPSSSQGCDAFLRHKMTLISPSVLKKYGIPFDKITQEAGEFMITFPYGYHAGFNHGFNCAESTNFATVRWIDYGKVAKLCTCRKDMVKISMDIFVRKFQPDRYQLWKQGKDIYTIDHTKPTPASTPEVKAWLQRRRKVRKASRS
#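 material = GST-tagged GASC-1 (JMJD2C) catalytic fragment, aa 2-372 | amount = enzyme final amount 10 nM | medium = HEPES buffer, pH 7.5, plus ascorbate | also added = H3K9me3 peptide substrate, Fe(II), 2-oxoglutarate | dosing = single dose | times = 30 min demethylation and 1 h detection at room temperature | detection = LANCE TR-FRET | read-out basis = Fall in 671/618 emission ratio as inhibition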
# Numbers without * were called inactive; ? = inconclusive; . = not tested or not shown; & = joins results of further samples.
SMILES,C diff HTS,T cruzi growth,Pf Dd2 growth,GASC1 inh
O=C(c1ccc(F)cc1)N1CC(=O)N2[C@H](CO)[C@H](c3ccc(C#CC4CC4)cc3)[C@@H]2C1,-11.9,.,10.3,0.0
C[C@H](CO)N1C[C@H](C)[C@@H](CN(C)Cc2ccc(Oc3ccccc3)cc2)Oc2ccc(NC(=O)c3ccncc3)cc2C1=O,-9.3,-1.5,4.6,0.7
C[C@H]1CN([C@@H](C)CO)C(=O)Cc2cc(NS(=O)(=O)c3ccc(Cl)cc3)ccc2O[C@H]1CN(C)S(=O)(=O)c1ccccc1,2.7,26.0,-31.3,-1.4
O=C(Nc1ccc(F)cc1)N1CCCCN2[C@H](CO)[C@@H](c3ccc(C#Cc4ccccc4)cc3)[C@@H]2C1,4.2,73.1,-30.1,-3.1
CC(C)c1cn([C@H]2C[C@@H]3O[C@@H](CO)CC[C@@H]3O[C@@H]2CCc2ccc(-c3ccccc3)cc2)nn1,0.7,.,-19.7,.
C[C@@H]1CN([C@@H](C)CO)C(=O)c2cc(NC(=O)C3CCCCC3)ccc2O[C@@H](C)CCCCO[C@@H]1CN(C)CC1CCCCC1,-1.6,70.3,-36.7,-1.4
CC(=O)Nc1ccc2c(c1)C(=O)N(C)[C@H]1CC[C@H](CC(=O)Nc3ccccc3Cl)O[C@@H]1CO2,-1.6,1.0,-8.8,-0.7
COc1ccc(NC(=O)N[C@H]2CC[C@@H](CCNC(=O)Cc3ccncc3)O[C@@H]2CO)cc1,-6.4,.,17.7,0.6
O=C(NC1CCCC1)N1CC2(C1)[C@H](c1ccccc1)[C@@H](CO)N2CC1CCOCC1,-7.0,.,-3.8,-0.7
Cc1noc(C)c1S(=O)(=O)Nc1ccc2c(c1)C(=O)N([C@H](C)CO)C[C@H](C)[C@H](CN(C)C(=O)CCCN(C)C)OCCCC[C@H](C)O2,-3.9,-30.2,29.2,0.6
C[C@@H](NC(=O)C[C@@H]1CC[C@H]2[C@H](COc3ccc(NC(=O)C4CCOCC4)cc3C(=O)N2C)O1)c1ccccc1,-10.4,-8.8,-0.8,0.8
COc1ccc(CN(C)C[C@@H]2OCc3cnnn3CCCC(=O)N([C@@H](C)CO)C[C@@H]2C)cc1,1.2,-15.9,-7.9,1.3
CCCC(=O)N1CCC2(CC1)CN(C(=O)CN1CCOCC1)[C@H](CO)c1c2c2ccc(OC)cc2n1C,-0.3,.,-13.0,-0.4
CCCC#Cc1ccc(CC[C@H]2O[C@H]3CC[C@H](CO)O[C@H]3C[C@H]2NC(=O)CN2CCOCC2)cc1,1.9,.,-22.5,.
O=C(C[C@H]1CC[C@H](NC(=O)Cc2ccccn2)[C@@H](CO)O1)NCCc1ccncc1,.,-65.4,17.8,0.3
CC(C)OC(=O)N(C)C[C@@H]1OCc2cnnn2CCCC(=O)N([C@@H](C)CO)C[C@H]1C,.,-3.0&-6.5,0.8&-1.8,0.5
C[C@@H]1CN([C@@H](C)CO)C(=O)Cc2cc(NC(=O)c3ccncc3)ccc2O[C@@H]1CN(C)S(=O)(=O)c1ccc(F)cc1,2.7,30.9,8.5,-2.5
O=C(C[C@@H]1CC[C@@H]2[C@H](COC[C@H](O)CN2C(=O)c2ccccc2F)O1)N1CCOCC1,.,-4.7,10.0,2.7
CC(C)NC(=O)Nc1ccc2c(c1)C(=O)N([C@@H](C)CO)C[C@@H](C)[C@H](CN(C)Cc1ccc(C(F)(F)F)cc1)O2,-3.2&-7.9,.,-0.2,1.3
C/C=C/c1ccc2c(c1)O[C@H](CN(C)C(=O)COC)[C@H](C)CN([C@@H](C)CO)S2(=O)=O,-3.8,.,29.0,0.6
C[C@H]1CN([C@@H](C)CO)C(=O)c2cc(NS(=O)(=O)c3ccc(F)cc3)ccc2O[C@H]1CN(C)C(=O)NC1CCCCC1,2.3,3.4,-7.6,1.0
CCC(=O)N1C[C@@H](C)[C@H](OC)CN(C)C(=O)c2ccc(NS(C)(=O)=O)cc2OC[C@@H]1C,-0.5,-1.8,.,0.2
COc1ccc(S(=O)(=O)N(C)C[C@@H]2OCCCC[C@@H](C)Oc3ccc(NC(=O)Nc4ccc(C(F)(F)F)cc4)cc3C(=O)N([C@H](C)CO)C[C@@H]2C)cc1,7.3,58.8,-83.7*,-1.0
C[C@@H]1CN([C@H](C)CO)C(=O)c2cc(-c3cccc(F)c3)cnc2O[C@H]1CN(C)Cc1cncnc1,-0.6,16.5,18.5,-0.2
COc1ccc(NC(=O)Nc2ccc3c(c2)C(=O)N([C@@H](C)CO)C[C@H](C)[C@@H](CN(C)S(=O)(=O)c2cccs2)O3)cc1,-4.8,-18.4,13.7,-0.8
SMILES,C diff HTS,T cruzi growth,Pf Dd2 growth,GASC1 inh
C[C@H](CO)N1C[C@H](C)[C@@H](CN(C)S(=O)(=O)c2ccc(Cl)cc2)Oc2ccc(NC(=O)Nc3ccc(F)cc3)cc2C1=O,-2.2,28.6,4.3,-2.0
COc1ccc2c3c([nH]c2c1)[C@H](CO)N(C(=O)C1CCCCC1)CC31CN(C(=O)c2ccncc2)C1,-11.0,.,-30.4,-0.5
C[C@H](CO)N1C[C@H](C)[C@H](CN(C)S(C)(=O)=O)Oc2ncc(C#CC3(O)CCCC3)cc2C1=O,-3.4,-30.9,13.0,-0.3
CO[C@H]1CN(C)C(=O)c2ccc(NS(C)(=O)=O)cc2OC[C@@H](C)N(Cc2ccccn2)C[C@H]1C,3.0,7.0,-17.1,1.1
COCC(=O)N1C[C@@H](C)[C@H](OC)CN(C)C(=O)c2ccc(NC(=O)Nc3ccccc3)cc2OC[C@@H]1C,1.1,.,1.4,0.7
C[C@@H]1CCCCO[C@@H](CN(C)C(=O)C2CCCCC2)[C@@H](C)CN([C@H](C)CO)C(=O)c2cc(NC(=O)Cc3ccccc3)ccc2O1,11.2,57.6,-49.5,-1.0
CCC(=O)N(C)C[C@H]1Oc2cc(-c3cncnc3)ccc2S(=O)(=O)N([C@H](C)CO)C[C@@H]1C,-3.9,21.5,18.6,0.7
O=C(C[C@@H]1CC[C@H]2NC[C@H](O)COC[C@@H]2O1)Nc1ccccc1,.,0.5,12.2,0.9
C[C@@H]1CN([C@H](C)CO)C(=O)c2cc(NC(=O)C3CCCCC3)ccc2O[C@@H](C)CCCCO[C@@H]1CN(C)C(=O)c1ccncc1,-3.0,23.4,-14.3,0.6
C[C@@H]1CN([C@@H](C)CO)S(=O)(=O)c2ccc(C3=CCCC3)cc2O[C@@H]1CN(C)C(=O)c1ccccc1,-6.1,100.0*,-33.0,-2.1
Cc1ccc(S(=O)(=O)N(C)C[C@@H]2OCCCC[C@@H](C)Oc3ccc(NS(=O)(=O)c4ccc(Cl)cc4)cc3C(=O)N([C@H](C)CO)C[C@@H]2C)cc1,0.6,74.3,-14.0,-2.2
C[C@@H]1CN([C@H](C)CO)C(=O)c2cc(-c3ccncc3)cnc2O[C@H]1CN(C)C(=O)c1cccc(F)c1,1.5,-18.9,34.4,-3.2
COc1ccccc1CNC(=O)C[C@@H]1C[C@@H]2c3cc(NC(=O)Nc4ccccc4F)ccc3O[C@@H]2[C@H](CO)O1,0.2,27.7,13.5,-0.7
C[C@@H]1CCCCO[C@H](CN(C)C(=O)CCCN(C)C)[C@@H](C)CN([C@H](C)CO)C(=O)c2cc(NS(=O)(=O)c3ccc(Cl)cc3)ccc2O1,0.3,-2.9,-13.2,3.2
Cc1noc(C)c1NC(=O)N(C)C[C@@H]1Oc2ccc(NS(=O)(=O)c3ccc(F)cc3)cc2C(=O)N([C@@H](C)CO)C[C@@H]1C,-4.3,22.9,21.6,0.8
Cc1noc(C)c1NC(=O)Nc1cccc2c1O[C@H](CN(C)Cc1ccc(Cl)c(Cl)c1)[C@@H](C)CN([C@@H](C)CO)C2=O,-1.3,45.1,-30.8,-0.5
CO[C@@H]1CN(C)C(=O)c2cc(NC(=O)Nc3ccccc3)ccc2OC[C@@H](C)N(C(=O)Nc2c(C)noc2C)C[C@H]1C,.,-56.9,12.9,-0.5
CN(C)CC(=O)N1CC2(C1)[C@H](c1ccccc1)[C@H](CO)N2Cc1cc(F)ccc1F,-3.8,.,-3.2,1.0
C[C@H](CO)N1C[C@H](C)[C@H](CN(C)C(=O)Nc2ccc3c(c2)OCO3)OCCCC[C@H](C)Oc2ccc(NC(=O)NC3CCCCC3)cc2C1=O,-18.2,110.3*,-15.7,1.9
C[C@H](CO)N1C[C@H](C)[C@@H](CN(C)Cc2ccncc2)Oc2ncc(C#CC3CCCC3)cc2C1=O,-5.2,-44.7,2.6,1.6
Cc1ccc(S(=O)(=O)Nc2ccc3c(c2)C(=O)N([C@@H](C)CO)C[C@H](C)[C@@H](CN(C)C(=O)c2ccccc2)OCCCC[C@@H](C)O3)cc1,-0.4,49.8,-69.3,0.0
CO[C@H]1CN(C)C(=O)c2cc(NC(=O)Nc3ccc(F)cc3)ccc2OC[C@H](C)NC[C@H]1C,2.5,-23.2,3.7,-0.3
COc1ccc(S(=O)(=O)Nc2ccc3c(c2)C(=O)N([C@H](C)CO)C[C@@H](C)[C@@H](CN(C)C)O3)cc1,0.9,26.8,14.5,1.5
C[C@@H]1CN([C@@H](C)CO)S(=O)(=O)c2ccc(-c3ccncc3)cc2O[C@@H]1CN(C)C(=O)c1cccc(F)c1,5.2,89.8,-16.1,0.1
C[C@@H]1CN([C@@H](C)CO)C(=O)c2cccc(NS(=O)(=O)c3ccccc3)c2O[C@@H]1CN(C)Cc1ccc(C(=O)O)cc1,3.8,-12.0,1.8,-1.3
SMILES,C diff HTS,T cruzi growth,Pf Dd2 growth,GASC1 inh
C[C@@H]1CN([C@H](C)CO)S(=O)(=O)c2ccc(C#CC(C)(C)O)cc2O[C@H]1CN(C)Cc1ccncc1,-1.6,?,-12.8,-1.2
O=C(N[C@H]1C=C[C@H](CC(=O)N2CCOCC2)O[C@@H]1CO)c1ccccn1,1.5,-24.3,20.5,-0.8
CCCN1[C@H](CO)[C@H](c2ccc(C3=CCCCC3)cc2)[C@@H]1CNC(=O)COC,-2.1,.,-18.3,-0.8
COC(=O)[C@H]1[C@H](CO)[C@H]2Cn3c(ccc(/C=C/c4ccccc4)c3=O)[C@H]2N1CCC(F)(F)F,18.8,36.6,.,-1.8
CN1C(=O)c2cc(NC(=O)c3cccc(F)c3)ccc2OC[C@H]2O[C@H](CC(=O)NC3CCC3)CC[C@H]21,1.3&-9.6,-9.0&-16.5,-8.9&-6.9,-0.5&-1.6
O=C(c1cccc(F)c1)N1C[C@@H]2[C@H](c3ccccc31)[C@@H](CO)N2C(=O)c1ccc(F)cc1,-1.8,10.1,-6.5,2.6
O=C(C[C@@H]1CC[C@H]2[C@@H](COC[C@@H](O)CN2C(=O)c2ccccc2)O1)NCc1ccc(-c2ccccc2)cc1,-11.9&-14.4,31.1,10.3,-1.3
COc1ccc(CN(C)C[C@H]2Oc3ccc(NC(=O)Nc4ccc(OC)cc4)cc3CC(=O)N([C@@H](C)CO)C[C@@H]2C)cc1,-0.7,27.0,5.2,1.3
CO[C@@H]1CC[C@@H]2CCOc3ccc(C#N)cc3C(=O)N(C)C[C@@H](c3ccccc3)CC(=O)N(C)C[C@@H]1O2,-3.3,-23.9,.,4.9
O=C(Nc1ccccc1F)N[C@@H]1CC[C@@H](CCNS(=O)(=O)c2ccc(F)cc2)O[C@H]1CO,-2.0,.,.,0.5
COc1cccc(C(=O)N2C[C@H]3[C@@H](c4ccccc42)[C@H](CO)N3Cc2ccccc2Cl)c1,6.0,68.9,12.0,-1.6
N#C[C@@H]1[C@@H](c2ccc(C3=CCCCC3)cc2)[C@H](CO)N1C(=O)NC1CCCC1,4.3,.,-79.7,-1.3
C[C@H](CO)N1C[C@H](C)[C@H](CN(C)C(=O)Nc2ccc(F)cc2)Oc2ccc(NC(=O)CCN3CCOCC3)cc2CC1=O,0.5,22.4,24.3,0.1
CO[C@H]1CN(C)C(=O)c2cc(NS(=O)(=O)c3ccc(Oc4ccccc4)cc3)ccc2OC[C@@H](C)NC[C@@H]1C,.,-68.2,-32.6,2.3
CN(C)CCCNC(=O)C[C@@H]1CC[C@H]2[C@H](COc3ccc(NC(=O)c4ccccc4F)cc3C(=O)N2C)O1,-3.4,26.1,36.4,1.4
C[C@@H]1CN([C@@H](C)CO)C(=O)c2c(c3ccccc3n2C)-c2ccccc2CO[C@H]1CN(C)C(=O)NC1CCCCC1,5.1,-12.4,-27.9,-0.5
